Bioassay records from PubChem BioAssay.
hcGAS inh = Primary biochemical luminescence assay for human cyclic GMP-AMP synthase inhibitors. Q8N884. recombinant h-cGAS, ATP depletion, Kinase-Glo luminescence. inhibition, % at 12.5 µM. 290,000 compounds, 0.081% hits. AID 1259398, 2018;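 also: 0% = vehicle reaction and 100% = reaction without DNA for no activity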
Target sequence (Q8N884 whole entry, looked up): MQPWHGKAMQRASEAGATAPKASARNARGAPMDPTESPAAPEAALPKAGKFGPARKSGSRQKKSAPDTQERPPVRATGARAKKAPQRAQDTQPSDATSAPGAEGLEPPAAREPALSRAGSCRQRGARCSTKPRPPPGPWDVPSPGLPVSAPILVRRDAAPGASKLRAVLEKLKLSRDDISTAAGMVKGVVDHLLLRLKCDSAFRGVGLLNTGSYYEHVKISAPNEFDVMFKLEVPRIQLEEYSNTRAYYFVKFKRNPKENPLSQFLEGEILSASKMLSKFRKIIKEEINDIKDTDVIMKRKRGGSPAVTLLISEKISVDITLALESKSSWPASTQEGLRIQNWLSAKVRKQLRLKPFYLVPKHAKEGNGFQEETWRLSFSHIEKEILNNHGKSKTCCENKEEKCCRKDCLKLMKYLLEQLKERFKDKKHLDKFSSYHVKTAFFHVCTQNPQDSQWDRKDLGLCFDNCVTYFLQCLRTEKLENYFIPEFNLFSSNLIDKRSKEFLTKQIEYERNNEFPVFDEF
NPYLR7 agonist = agonists of mosquito NPYLR7 receptor, primary screen, cell-based, Aedes aegypti, calcium fluorescence, mosquito biting behavior | Aedes aegypti neuropeptide Y-like receptor 7 (NPYLR7) | HEK293T NPYLR7/Galpha15, GCaMP6s calcium fluorescence | activation, % at 10 µM | 270,000 compounds, 0.15% hits | AID 1259423, 2018; in the data active = activation above about 40%;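 also: 0% = vehicle and 100% = reference agonist at the receptor; some compounds past the cut are filed as inactive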
mcGAS inh = cyclic GMP-AMP synthase inhibitors, mouse, primary biochemical chemiluminescence. inhibition, % at 12.5 µM. 160,000 compounds, 0.15% hits. Q8C6L5. recombinant cGAS, Kinase-Glo ATP depletion luminescence. AID 1259399, 2018;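 also: 0% = negative control wells and 100% = reference inhibitor with no enzyme activity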
Numbers without * were called inactive; nt = not tested or not shown. Rule as the data show it, unless noted: active = inhibition above about 40%; inactive = the rest.

SMILES	hcGAS inh	NPYLR7 agonist	mcGAS inh
C=CCn1c(SCC(=O)NC2CCCC2)nc2sc3c(c2c1=O)CCCC3	-3.6	-7.4	nt
Cc1cccc(CN(CCc2c[nH]c3ccccc23)Cc2nc(C(=O)Nc3ccc(F)cc3)co2)c1	-2.5	0.1	-3.9
Nc1c(C=C2C=CC(=O)C=C2)c(=O)nc2sc(-c3ccccc3)nn12	11.1	0.3	nt
CSC1=NCCN1CCOc1ccccc1	-0.7	5.3	-5.5
NC(=O)c1cc2cc(Cl)ccc2oc1=NCc1ccccc1	-1.3	-3.8	19.0
Cc1cc(=O)[nH]c(-n2nc(C3CC3)cc2NC(=O)COc2ccc(F)cc2)n1	-3.6	4.9	nt
C=CCN1CCN(c2cccc3ccccc23)C(=O)C1C (stereo unspecified)	-5.1	-1.8	-6.4
O=C(c1cc(F)ccc1F)N1CCCC1c1ccc(O)cc1 (stereo unspecified)	-4.5	-4.9	nt
COc1ccc(CCN(C)c2cc(Oc3ccc(F)cc3Cl)ncn2)cc1OC	-2.5	2.5	-3.7
Cc1ccc(C(=O)N(Cc2ccccc2)C2C=CS(=O)(=O)C2)s1 (stereo unspecified)	-7.4	5.1	nt
O=C(Nc1ccc(S(=O)(=O)NC2CC2)cc1)c1ccc(Cl)c(S(=O)(=O)N2CCOCC2)c1	0.5	-9.6	nt
O=C1CN(S(=O)(=O)c2cccc(NS(=O)(=O)c3ccccc3)c2)CCN1	-4.3	-2.0	-11.2
O=C(C1CCCC1)N(CCN1CCOCC1)Cc1nccn1Cc1ccccc1C(F)(F)F	-11.2	3.9	-4.5
COC(=O)C(C)OC(=O)C1CC(=O)N(c2ccc3c(c2)Cc2ccccc2-3)C1 (stereo unspecified)	4.3	3.9	nt
COc1cccc(OC2CN(C(C)C(=O)Nc3nccs3)C2)c1 (stereo unspecified)	-5.4	6.7	nt
CCc1nc2ccc(C(=O)NCCN3CCNC3=O)cn2c1N(C)Cc1ccc(N(C)C)cc1	-5.5	9.4	-4.2
Cc1nc(C(C)NC(=O)Nc2ccc(C(=O)N(C)C)c(C)c2)cs1 (stereo unspecified)	-13.9	1.5	nt
CCn1c(CCc2nc3ccccc3[nH]2)n[nH]c1=O	-5.4	6.5	nt
NS(=O)(=O)c1ccc(OCCN(CC2CCOC2)C2CC2)cc1 (stereo unspecified)	-7.8	-1.4	nt
c1cnn(CCC2CCN(Cc3ccsc3)CC2)c1	-0.1	-0.3	nt
Cc1nnc(CN2CCCCC2c2nc3ccc(F)cc3[nH]2)s1 (stereo unspecified)	0.7	-0.5	4.3
COc1ccc(OC)c(-c2nc3c(OCc4ccccc4)cccn3c2Nc2c(C)cccc2C)c1	-7.0	-0.6	-8.0
COc1ccc(CCN2CC(C(=O)N3CCC(c4ccncc4)CC3)CCC2=O)cc1 (stereo unspecified)	-7.2	20.2	nt
FC(F)(F)Oc1ccccc1C1CC1c1nc(C2CC2)no1 (stereo unspecified)	-12.3	-2.0	nt
c1cc(-c2ccc(-c3nccn3-c3ccc4c(c3)OCO4)o2)[nH]n1	-3.1	-3.6	nt
c1cc(-c2ccc3ncc(-c4ccoc4)n3n2)ccn1	-0.1	-5.0	-3.8
COC(=O)C(c1ccc(F)cc1Cl)C1C=CC(NC(=O)c2cc(C)oc2C)C1 (stereo unspecified)	-4.7	22.9	-2.0
N#Cc1c(SCc2ccccc2C(F)(F)F)sc2c(=O)[nH]c(=O)[nH]c12	8.0	-2.7	7.3
COc1ncccc1C(=O)N1CCCN(CC(=O)N(C)C)CC1	-14.6	0.9	nt
CC1(C)O[C@@H]2C[C@@](OCc3cccc(F)c3)(C(=O)NCC3CCCO3)CC(OCc3cccc(OC(F)(F)F)c3)[C@@H]2O1 (stereo partly specified)	7.7	4.3	-5.4
CCOC(=O)C1(Cc2cccc(OC)c2)CCN(Cc2ccc(C)o2)CC1	-1.6	-6.7	nt
CCCNC(=O)c1cccc(C(=O)NC(C#N)c2ccccc2C)c1 (stereo unspecified)	-10.8	0.4	-16.1
O=C(CSc1nnnn1C1CC1)c1ccc(CC(=O)N2CCOCC2)s1	-4.1	8.4	nt
CC(C)c1ccc(Nc2ncc3c(n2)CCN(C(=O)NC2CCCCC2)C3)cc1	-2.8	-6.6	-1.7
Cc1cc(C)n(CC(C)NCc2c(C)noc2C)n1 (stereo unspecified)	-4.2	9.5	nt
O=C(c1ccc2c(c1)OCO2)N1CCC(c2nc3ccccc3[nH]2)CC1	-3.3	-0.2	-6.9
Nc1nc(N)n(-c2ccccc2)n1	0.4	5.3	-1.5
O=C(c1cc(F)cc(F)c1)N1CCN(c2nccc(-c3ccco3)n2)CC1	-3.6	-6.4	-6.7
CCc1nc(C)c(C(=O)N2CCCC3(C=Cc4ccccc4O3)CC2)o1 (stereo unspecified)	-8.1	11.8	-11.2
COc1cc(-c2nc3cc(C)ccn3c2NC(C)(C)CC(C)(C)C)ccc1OC(=O)C(c1ccccc1)c1ccccc1	-3.7	-1.6	-2.5
Cn1ncc(C#N)c1NC(=O)Cc1c(Cl)cccc1Cl	-9.9	3.9	-7.9
COc1ccc(CC(=O)N2CCOC(c3ccccc3)C2)cc1 (stereo unspecified)	-6.7	-1.6	-6.1
O=C(NCC1(c2c(F)cccc2F)CCCC1)c1cscn1	-7.9	0.8	nt
CCCCCn1c(=O)c2c(nc3n(-c4ccccc4F)c(C)c(C)n23)n(C)c1=O	-8.2	9.8	-5.5
CNc1ncnc2c1ncn2[C@H]1CN(Cc2ccccc2)C[C@@H](CO)O1	-5.8	-0.5	-6.5
Cc1ccc(C)c(-n2cc(CNCC3CCCO3)c(-c3ccccc3)n2)c1 (stereo unspecified)	-5.4	-2.3	-12.0
COc1ccc2c(c1OC)C(=O)N(c1ccc(I)cc1)C2=O	-4.7	0.3	-3.5
C[C@@H](C(=O)NCc1cccnc1Oc1ccc(F)cc1F)n1cnnn1	3.3	-3.2	nt
Cc1noc(C)c1CN(C)Cc1cnc2c(-c3ccccc3)cnn2c1	-5.9	13.2	-12.0
CC(=O)c1ccccc1NC(=O)COc1nc(C)no1	-3.9	0.2	nt
Cc1nn(C)c(C)c1NC(=O)C(C)N1CCc2ccccc2C1 (stereo unspecified)	-10.6	10.5	-6.8
CC(C)(C)CC(C)(C)Nc1c(-c2ccc3c(c2)OCO3)nc2ccccn12	3.8	5.9	-7.5
Cc1nn(-c2ccccc2)cc1CN1CCCC(OCc2ccccn2)C1 (stereo unspecified)	-4.7	2.1	nt
CN(C)CC1(O)CCN(C(=O)c2cnc(-c3ccccn3)nc2)C1 (stereo unspecified)	-7.9	2.5	-10.7
CN(C)c1ccc(/C=N\NC(=O)c2cc(-c3ccccc3)nc3ccccc23)cc1	0.9	-9.4	0.1
Cc1ccc(Cc2nc(N3CCN(C(=O)C4CC4)CC3)c3cnn(-c4ccccc4)c3n2)cc1	-2.3	-6.7	-8.7
CC(C)=CC1C(C(=O)NCc2ccc(N(C)C)nc2)C1(C)C (stereo unspecified)	2.2	0.2	-0.3
O=C(NC1CCCC1)C1CCCN(S(=O)(=O)N2CCOCC2)C1 (stereo unspecified)	-3.0	5.9	nt
O=C1/C(=C/c2ccc(Cl)cc2)C=C(c2ccccc2)N1c1ccc(O)cc1	0.3	-0.8	1.5
Cc1ccccc1C(=O)N1CCN(S(=O)(=O)c2sc(=O)[nH]c2C)CC1	-1.8	4.4	-3.1

Quoted from the listing.
In hcGAS inh, `Cc1nn(-c2ccccc2)cc1CN1CCCC(OCc2ccccn2)C1` (stereo unspecified) has -4.7
In mcGAS inh, `Cc1nn(C)c(C)c1NC(=O)C(C)N1CCc2ccccc2C1` (stereo unspecified) has -6.8

The listing picks up; the 3 compounds before the break are reprinted first.
SMILES	hcGAS inh	NPYLR7 agonist	mcGAS inh
O=C(NC1CCCC1)C1CCCN(S(=O)(=O)N2CCOCC2)C1 (stereo unspecified)	-3.0	5.9	nt
O=C1/C(=C/c2ccc(Cl)cc2)C=C(c2ccccc2)N1c1ccc(O)cc1	0.3	-0.8	1.5
Cc1ccccc1C(=O)N1CCN(S(=O)(=O)c2sc(=O)[nH]c2C)CC1	-1.8	4.4	-3.1
COCCN(CC(=O)Nc1nc(CC(=O)NCCCN2CCOCC2)cs1)C(=O)c1ccc(Cl)cc1	-7.2	22.8	-3.8
Cc1cc(Cl)cc2c3c([nH]c12)CCC(NC(=O)Cc1ccccc1F)C3 (stereo unspecified)	-5.0	24.5	-6.1
CC(Nc1nccc(C(F)(F)F)n1)c1ccc(C#N)cc1 (stereo unspecified)	-6.9	7.3	nt
c1ccc(CNc2ncc(CN3CCCn4cncc4C3)cn2)cc1	-7.1	1.7	-9.9
O=C(Cn1cnnn1)Nc1ccc(OCc2cccc(F)c2)c(F)c1	-0.1	2.1	nt
COCCn1c(O)cc(=O)[nH]c1=S	8.9	-4.9	nt
O=C1CC(N2CCN(C(c3ccccc3)c3ccccc3)CC2)C(=O)N1c1ccc(F)cc1 (stereo unspecified)	-5.9	-3.2	-6.5
Cc1ccc(Cl)cc1Nc1ncccc1C(=O)Nc1cccc(Oc2ccccc2)c1	-1.4	-1.8	-2.6
COc1cccc(-c2ccc(C(=O)N3CCC(N4CCCC4=O)CC3)o2)c1	-5.1	3.5	nt
COc1cc2[nH]c3c(=O)n(CC(=O)N4CCN(c5ccc(C)cc5C)CC4)cnc3c2cc1OC	-6.8	nt	-8.4
O=C(Cc1cn2ccsc2n1)NCCc1nc2c(s1)CCCC2	5.8	-5.7	nt
Cn1nc(C2CCN(C(=O)c3ccncn3)CC2)n(Cc2ccccc2)c1=O	-4.4	9.0	nt
CCCCc1nc(N2CCN(C(=O)C(CC)c3ccccc3)CC2)c2c(-c3ccc4ccccc4c3)noc2n1 (stereo unspecified)	-3.6	14.8	-2.7
COc1ccc(S(=O)(=O)NC(=O)C2(C)CCN2C(=O)Cc2cc(C)cc(C)c2)cc1OC (stereo unspecified)	-11.7	4.8	nt
Cn1ccnc1C(NS(=O)(=O)c1ccccc1Br)c1ccc(Cl)cc1 (stereo unspecified)	-11.0	16.3	nt
N#CC(C#N)C=Nc1ccncc1	14.7	19.6	nt
COc1ccc(OC)c(NC(=O)CSc2nnc(C)c3cnn(-c4ccccc4OC)c23)c1	-3.5	-6.4	-7.9
COc1cccc(-c2nnc(SCC(=O)NC3CC3)n2C)c1	-3.0	-0.6	-6.5
COc1ccc(Cn2c(-c3cc(C)c(OC)cc3C)nc3ccccc3c2=O)c(OC)c1	-3.8	4.9	-5.3
Cc1cccc(C(=O)NNC(=O)CCCCCN2C(=O)c3ccccc3C2=O)c1	-3.3	-3.1	nt
N=C1CCn2nc3c(c2=N1)=C1Sc2ccccc2N1CCC3	1.3	-7.3	nt
Cc1nn(C(C)C(=O)NC(C)C)c(=O)c2cc3occc3n12 (stereo unspecified)	-7.0	7.4	-4.3
O=S(=O)(c1c(Cl)cc(Br)cc1Cl)N1CCCSCC1	-3.6	4.1	nt
Cc1nc(-c2ccc3c(c2)OCO3)cs1	3.3	1.7	nt
CCc1ccc(OC)c(S(=O)(=O)n2cc(C)nc2-c2ccccc2)c1	-5.3	2.5	nt
OCCC1CN(Cc2cn[nH]c2C2CCCCC2)CCN1Cc1ccsc1 (stereo unspecified)	5.8	0.0	nt
COCCN(Cc1c(-c2ccccc2)noc1N1CCSCC1)C(=O)COC	-7.4	6.8	-7.4
O=C(CCC1Cc2ccccc2NC1=O)Nc1ccc(Cl)nc1 (stereo unspecified)	-3.6	6.5	nt
COc1ccc(/C=C/C(=O)Nc2c3c(nn2-c2ccc(Cl)cc2)CSC3)cc1OC	-7.8	-3.5	-6.8
Cc1cccnc1C(NC(=O)C1CCN(CCOc2ccccc2)CC1)c1ccc(Cl)cc1 (stereo unspecified)	-4.5	15.4	-1.9

Filtered by structure, the compounds so far containing an aryl thioether with sulfur outside any ring.
SMILES	hcGAS inh	NPYLR7 agonist	mcGAS inh
C=CCn1c(SCC(=O)NC2CCCC2)nc2sc3c(c2c1=O)CCCC3	-3.6	-7.4	nt
N#Cc1c(SCc2ccccc2C(F)(F)F)sc2c(=O)[nH]c(=O)[nH]c12	8.0	-2.7	7.3
O=C(CSc1nnnn1C1CC1)c1ccc(CC(=O)N2CCOCC2)s1	-4.1	8.4	nt
COc1ccc(OC)c(NC(=O)CSc2nnc(C)c3cnn(-c4ccccc4OC)c23)c1	-3.5	-6.4	-7.9
COc1cccc(-c2nnc(SCC(=O)NC3CC3)n2C)c1	-3.0	-0.6	-6.5

More results.
SMILES	hcGAS inh	NPYLR7 agonist	mcGAS inh
CC(c1ccc(-c2cccc(F)c2C(N)=O)cc1)N1CCCCC1 (stereo unspecified)	-0.1	-6.6	nt
Cc1ccc(OC2(C(=O)NC(C)c3csc(C)n3)CCNCC2)cc1 (stereo unspecified)	-3.2	nt	-8.0
Cc1ccc(-n2c(C3CC3)n[nH]c2=S)cc1	-5.6	-5.1	nt
CCOCCOc1nc(-c2ccc(C)cc2)n(-c2ccc(NC(=O)c3ccco3)cc2)n1	-6.7	10.8	-5.0
O=C(NCCn1cccn1)c1csc2nc(-c3cccc(C(F)(F)F)c3)cn12	-2.1	nt	-8.5
CCc1cc2c(cc1C(C)NC(=O)Cc1ccccc1)OCCO2 (stereo unspecified)	-3.8	4.7	nt
CCCn1c(=NC(=O)c2ccc3ncsc3c2)sc2cc(S(C)(=O)=O)ccc21	-5.8	0.3	-8.4
CCc1ccc(-n2c(C(CC)N(Cc3ccccc3)C(=O)c3ccc(Cl)c(Cl)c3)nc3ccccc3c2=O)cc1 (stereo unspecified)	1.2	-3.5	-2.2
